Source: PubChem BioAssay (The Scripps Research Institute Molecular Screening Center)
GPR151 activ: activators of human GPR151, primary screen, cell-based, PathHunter beta-arrestin, luminescence; G-protein coupled receptor 151 (Homo sapiens), Q8TDV0; PathHunter beta-arrestin GPR151 cells; activation, % at 11.2 µM; actives 1% (n = 650,000); AID 1508602, 2020; in the data active means activation above about 4.9%;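 further: 0% = median of compound wells and 100% = cells with positive control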
Target sequence (Q8TDV0 whole entry, looked up): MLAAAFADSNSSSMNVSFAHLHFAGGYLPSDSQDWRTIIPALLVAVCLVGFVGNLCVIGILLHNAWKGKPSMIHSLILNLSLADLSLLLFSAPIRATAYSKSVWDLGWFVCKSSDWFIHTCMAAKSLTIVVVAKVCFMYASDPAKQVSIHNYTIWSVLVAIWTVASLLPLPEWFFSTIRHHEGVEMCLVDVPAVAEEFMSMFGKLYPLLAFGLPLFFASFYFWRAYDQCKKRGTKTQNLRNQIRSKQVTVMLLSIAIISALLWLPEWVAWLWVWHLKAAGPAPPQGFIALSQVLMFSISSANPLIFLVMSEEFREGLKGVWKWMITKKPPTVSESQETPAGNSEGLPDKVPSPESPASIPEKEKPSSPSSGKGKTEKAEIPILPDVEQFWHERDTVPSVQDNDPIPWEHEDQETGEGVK
FBW7 act: FBW7 E3 ligase activators, primary screen, biochemical, AlphaScreen, human. AlphaScreen FBW7–phospho-cyclin E peptide binding, activator screen. normalized activity (activation), % at 26.1 µM. actives 0.13% (n = 650,000); in the data active means normalized activity above about 1.9%;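 further: purified mutant Fbw7 with reduced substrate affinity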
TEAD-YAP block: TEAD-YAP interaction inhibition, primary screen, TEAD-YAP interaction inhibitor project, luminescence, HEK-TIYL cells. actives 1.4% (n = 640,000). AID 1259422, 2018. TEAD-Gal4/YAP UAS-luciferase luminescence. inhibition, % at 9.12 µM; in the data active means inhibition above about 32%;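 further: 0% = median of test compound wells and 100% = reference inhibitor wells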
MITF inh: MITF inhibitors, primary screen, biochemical, AlphaScreen, human | AID 1259374, 2018 | AlphaScreen MITF homodimerization, bead proximity signal | Microphthalmia-associated transcription factor (Homo sapiens), O75030 | inhibition, % at 2.6 µM | actives 0.91% (n = 650,000); in the data active means inhibition above about 50%;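 further: 0% = vehicle wells with protein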
Target sequence (O75030 whole entry, looked up): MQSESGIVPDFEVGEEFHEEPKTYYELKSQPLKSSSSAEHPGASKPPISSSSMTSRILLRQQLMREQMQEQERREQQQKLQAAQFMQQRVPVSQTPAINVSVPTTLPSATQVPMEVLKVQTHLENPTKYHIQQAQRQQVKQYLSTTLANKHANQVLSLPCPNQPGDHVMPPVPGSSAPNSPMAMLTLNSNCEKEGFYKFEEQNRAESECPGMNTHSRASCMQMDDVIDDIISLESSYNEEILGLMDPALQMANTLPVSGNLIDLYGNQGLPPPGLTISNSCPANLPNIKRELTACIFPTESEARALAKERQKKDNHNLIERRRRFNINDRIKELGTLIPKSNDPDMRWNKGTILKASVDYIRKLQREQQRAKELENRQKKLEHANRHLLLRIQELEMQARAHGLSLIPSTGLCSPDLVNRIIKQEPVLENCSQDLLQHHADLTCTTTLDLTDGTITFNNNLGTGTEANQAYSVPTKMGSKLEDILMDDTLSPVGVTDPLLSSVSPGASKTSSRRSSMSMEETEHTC
* = called active by the depositor; & = joins results of further samples. No enrichment for hits (roughly 3.5% active in at least one column).

SMILES	GPR151 activ	FBW7 act	TEAD-YAP block	MITF inh
COc1ccccc1C(=O)N/C(=C\c1ccc([N+](=O)[O-])cc1)C(=O)Nc1ccc(F)cc1F	1.0	-0.2	-10	-4
COc1ccc(OCC(=O)Nc2ccc(Br)cc2F)cc1	0.8	-0.1	-8	4
Cc1cccn2c(CN3CCNC(=O)CC3)c(C(=O)N3CCCCC3)nc12	1.0	-0.1	-20	6
COc1cccc(-c2cnc3c(Nc4cc(OC)c(OC)c(OC)c4)nccn23)c1	2.2	0.2	9	-17
Cc1nn(-c2ccccc2)c(C)c1C(=O)Nc1nnc(-c2ccco2)o1	-2.0	0.1	2	-1
CC(C)Oc1ccc(C(CC#N)C(C)C)cc1 (configuration not stated)	-2.0	0.1	3	7
CCOc1ccccc1C(=O)Nc1ccc(S(=O)(=O)Nc2nccc(C)n2)cc1	0.0	0.6	5	10
CCn1cc(C(=O)O)c(=O)c2cc(S(=O)(=O)N(C)C3CCCCC3)ccc21	-1.2	-0.1	-1	3
c1cc(CSc2ncn[nH]2)cc(CSc2ncn[nH]2)c1	-4.1	0.4	-2	-132
O=[N+]([O-])c1cccc(N2CCCC2)c1	1.1	0.1	-4	-5
COc1cc2nc(Nc3ccncn3)nc(NC3CCN(Cc4ccccc4)CC3)c2cc1OC	1.1	0.6	0	9
Cc1cc(OCC(=O)Nc2sc3c(c2C(N)=O)CCCC3)ccc1Br	2.3	0.0	-5	-4
Cc1cc(=O)oc2c3c(ccc12)OC(=O)/C3=C\c1ccc(O)cc1	0.0	0.5	15	17
COC(=O)Cc1nc(N2CCN(c3ccc([N+](=O)[O-])cc3)CC2)c2c(C)c(C)sc2n1	0.1	0.6	4	19
CC(C)(C)C1CCC(C(=O)N/N=C/c2cc([N+](=O)[O-])ccc2O)CC1 (configuration not stated)	0.3	0.1	-10	16
COc1cccc(NC(=O)C(=O)NCCCO)c1	-1.2	0.0	-27	8
O=C(CC1NC(=O)NC1=O)Nc1ccc(Cl)cc1 (configuration not stated)	-1.5	0.0	4	15
CC#CCC(C)[C@H](O)/C=C/[C@@H]1[C@H]2C/C(=C/CCCC(=O)O)C[C@H]2C[C@H]1O (some centres not stated)	-1.8&4.5	0.1	3	-9&8
COC1=CC(/C=N/Nc2nc3ccccc3s2)=CC(OC)C1 (configuration not stated)	1.7	0.6	-53	-2
COc1ccccc1OCC(=O)NC(CC(=O)O)c1ccc(C(C)(C)C)cc1 (configuration not stated)	-0.2	0.0	9	10

Single records, from the list above:
O=[N+]([O-])c1cccc(N2CCCC2)c1 across the screens: GPR151 activ = 1.1; FBW7 act = 0.1; TEAD-YAP block = -4; MITF inh = -5
CC(C)Oc1ccc(C(CC#N)C(C)C)cc1 (configuration not stated) across the screens: GPR151 activ = -2.0; FBW7 act = 0.1; TEAD-YAP block = 3; MITF inh = 7
CCn1cc(C(=O)O)c(=O)c2cc(S(=O)(=O)N(C)C3CCCCC3)ccc21 across the screens: GPR151 activ = -1.2; FBW7 act = -0.1; TEAD-YAP block = -1; MITF inh = 3

As a short view, 5 of the compounds above.
SMILES	GPR151 activ	FBW7 act	TEAD-YAP block	MITF inh
COc1cccc(NC(=O)C(=O)NCCCO)c1	-1.2	0.0	-27	8
O=C(CC1NC(=O)NC1=O)Nc1ccc(Cl)cc1 (configuration not stated)	-1.5	0.0	4	15
CC#CCC(C)[C@H](O)/C=C/[C@@H]1[C@H]2C/C(=C/CCCC(=O)O)C[C@H]2C[C@H]1O (some centres not stated)	-1.8&4.5	0.1	3	-9&8
COC1=CC(/C=N/Nc2nc3ccccc3s2)=CC(OC)C1 (configuration not stated)	1.7	0.6	-53	-2
COc1ccccc1OCC(=O)NC(CC(=O)O)c1ccc(C(C)(C)C)cc1 (configuration not stated)	-0.2	0.0	9	10

Further records follow.
SMILES	GPR151 activ	FBW7 act	TEAD-YAP block	MITF inh
CCC(=O)N[C@@H]1c2ccccc2C2(CCN(Cc3ccc(F)cc3F)CC2)[C@H]1OC	-0.7	-0.2	4	7
COCCCNCCCOc1cc(C)ccc1C(C)(C)C	2.1	-0.1	-4	20
Cc1cncc(NC(=O)c2cccc(-n3cc(-c4ccc5ccccc5c4)cn3)c2)c1	1.7	0.3	-20	-18
CCOc1cc(/C=C2\C(=O)NC(=O)N(c3cccc([N+](=O)[O-])c3)C2=O)cc(Cl)c1O	1.2	-0.2	9	24
CC1CCN(C(=O)c2ccc(F)cc2F)CC1	0.9	-0.1	1	0
N#Cc1cc2cc3c(cc2nc1SCC(=O)N1CCN(c2ccccc2)CC1)OCCO3	2.1	-0.4	2	-3
CCCN1C(=O)CN(C2CCC(C)CC2)C(=O)C1c1ccc(OC)c(OC)c1 (configuration not stated)	-1.0	0.4	-2	17
O=C1NC(=S)S/C1=C/c1cccc(C(=O)O)c1	-7.7	-0.2	4	4
CCc1nnc(-c2cc3ccccc3n2Cc2cccnc2)o1	-1.6	-0.2	5	6
CN1CCCN(Cc2ccc(F)cc2)CC1	6.0*	-0.2	-3	49
CCN(CC)S(=O)(=O)c1cc([N+](=O)[O-])ccc1N/N=C(\C)c1cc2ccccc2o1	-0.1	0.1	11	2
CC(=O)c1sc(N/N=C/c2cccc(O)c2)nc1C	-0.8	-0.1	-32	-1
CCOC(=O)C(=CNc1cccc(Br)c1)C(=O)OCC	0.6	0.1	2	8
COc1ccccc1N1CCN(c2c(-c3ccccc3)c(=O)c2=O)CC1	-2.2	-0.1	67*	-4
Cc1ccc(C(=O)NC(=S)Nc2c(C)n(C)n(-c3ccccc3)c2=O)cc1	-0.6	0.0	8	8
CC(=O)Nc1ccccc1OCCOc1ccccc1NC(C)=O	2.5	0.0	-9	3
O=C1c2ccccc2CCC1C1(O)C(=O)Nc2ccc(Br)cc21 (configuration not stated)	-0.1	-0.2	5	8
COc1ccccc1N1CCN(CC(=O)Nc2ccc(OCc3ccccc3)cc2)CC1	-0.9	-0.1	-2	11
O=c1[nH]nc2c3c(cccc13)-c1ccccc1-2	0.3	0.0	-3	14
CC(C)c1ccc(-n2cnc3cc(C(=O)N4CCOCC4)ccc32)cc1	-0.6	0.1	-10	0
CC1(C)CCCC2=C1CC1C(=O)N(Cc3cccnc3)C(=O)C1C2 (configuration not stated)	-0.3	0.1	3	1
O=C1C2C(c3ccccc3)OC3(C(=O)c4ccccc4C3=O)C2C(=O)N1c1ccccc1Cl (configuration not stated)	0.1	0.2	-16	6
COc1ccc(CC(=O)Nc2cc(C)cc(C)c2)cc1	0.6	0.0	3	8
N#Cc1ccc(OCC(=O)c2cccc(Cl)c2)cc1	1.7	0.1	-6	10
CC(C)(C)c1ccc(OCC(=O)Nc2ccncc2)c(Br)c1	0.7	-0.1	34*	-7
O=C(N/N=C/c1cc([N+](=O)[O-])ccc1O)c1ccccn1	-0.9	-0.1	-48	-111
O=C(NCc1cccnc1)c1ccc2c(=O)n(-c3ccc(F)cc3)c(=S)[nH]c2c1	-1.1	0.1	9	18
COCCCNc1ncnc2c1cnn2-c1ccccc1	-0.6	-0.1	43*	10
CCOC(=O)C1=C(C)N=c2s/c(=C\c3cccc([N+](=O)[O-])c3)c(=O)n2C1c1ccc(Cl)cc1 (configuration not stated)	-1.2	0.1	-6	11
O=C(NCCc1c[nH]c2ccccc12)c1ccc2ccccc2n1	2.8	-0.1	-16	-3
CCN(CC)CCN(C)Cc1cc(OC)c(OC)cc1OC	-0.2	-0.2	-1	2
CCC(Sc1nc(C)nc2c1c(=O)n(C)c(=O)n2C)C(=O)OC (configuration not stated)	0.7	-0.1	9	-4
Cc1ccc(N=C2S/C(=C3\C(=O)N(C)c4ccc(Br)cc43)C(=O)N2c2ccc(C)cc2)cc1	-1.1	-0.1	-1	-7
O=C1C(=O)N(CCCCN2C(=O)C(=O)c3ccccc32)c2ccccc21	0.5	0.1	-10	-2
CCc1nnc(SCC(=O)Nc2ccccc2Cl)nc1CC	0.0	0.0	13	-2
CCOC(=O)c1c(-c2ccc(Cl)cc2)csc1NC(C)=O	0.2	0.0	-3	4
CC(C)N(CC(N)=O)C(=O)c1cccc(S(=O)(=O)N2CCc3ccccc3C2)c1	-1.0	0.0	8	1
O=C(CCCC(=O)N/N=C/c1ccc([N+](=O)[O-])cc1)N/N=C/c1ccc([N+](=O)[O-])cc1	3.3	0.2	7	13
CC1(C)CCC(C)(C)c2cc(C(=O)Nc3ccc(C(=O)O)cc3)ccc21	1.3&0.2	-0.1&0.2	-25	11&-4
COCCN(C(=O)c1ccc(C(C)(C)C)cc1)C1CCN(C)CC1	4.4	0.1	3	4

Reformatted in markdown: two of the compounds above.
| smiles | GPR151 activ | FBW7 act | TEAD-YAP block | MITF inh |
| --- | --- | --- | --- | --- |
| COCCN(C(=O)c1ccc(C(C)(C)C)cc1)C1CCN(C)CC1 | 4.4 | 0.1 | 3 | 4 |
| COc1ccc(CC(=O)Nc2cc(C)cc(C)c2)cc1 | 0.6 | 0.0 | 3 | 8 |

Next part.
SMILES	GPR151 activ	FBW7 act	TEAD-YAP block	MITF inh
O=C(NC1CCCC1)c1cccc(S(=O)(=O)N2CCc3ccccc3C2)c1	-0.2	-0.1	4	-17
O=C1C(=O)N(CCOc2ccc(Cl)cc2)c2ccccc21	0.4	-0.2	-3	16
O=C(Nc1cc(C(F)(F)F)ccc1Cl)c1cc2nc(-c3ccc4c(c3)OCO4)cc(C(F)(F)F)n2n1	-2.0	-0.1	-1	4
CCOc1ccc(NC(=O)Nc2cccn(Cc3ccc(C)cc3)c2=O)cc1	-0.5	0.0	9	2
COCCNc1c(-c2ccc(Cl)cc2)nc2cccc(C)n12	1.0	0.4	-1	-2
CC1(C)CC(=O)C2=C(C1)N(CC1CCCO1)C1=C(C(=O)CC(C)(C)C1)C2c1ccccc1O (configuration not stated)	0.7	0.1	-1	8
O=C(Nc1nnc(CCCCc2nnc(NC(=O)c3ccco3)s2)s1)c1ccco1	-0.9	-0.1	-16	-4
Cc1noc(C)c1S(=O)(=O)Nc1ccccc1F	0.8	-0.7	3	0
COc1ccc(NC(=O)c2cn(CCC#N)nc2-c2cc3ccccc3o2)cc1	2.7	-0.3	-5	-10
Cc1ccc(C(=O)COC(=O)c2ccc3c(c2)C(=O)N(c2ccccc2Cl)C3=O)cc1[N+](=O)[O-]	2.1	0.0	8	5
c1ccc(CNc2nc3ccccc3n3cnnc23)nc1	-0.1	0.0	-11	-1
O=S(=O)(c1ccc(-c2csc(Nc3cccc4ccccc34)n2)cc1)N1CCOCC1	2.3	0.0	-13	-3
O=C(Nc1ccc(Cl)cc1C(F)(F)F)c1cc(S(=O)(=O)N2CCCCC2)ccc1F	-0.5	0.0	-2	-6
CCCOC(=O)c1cc(C)nc2ccc(Br)cc12	-0.6	0.0	1	-1
CCC(NC(=O)CCc1nnc(Cc2cc(OC)ccc2OC)o1)c1ccncc1 (configuration not stated)	3.8	-0.1	-5	5
CSC1=NC(=Nc2cccc(C)c2)C2(CCCC2)N1c1ccccc1	-1.2	-0.2	9	5
Nc1nonc1-n1nnc(C(=O)N/N=C/c2c(O)ccc3ccccc23)c1-c1ccccc1	-0.1	0.1	16	11
Cc1cc(=O)oc2cc(OC(C)c3ccccc3)ccc12 (configuration not stated)	-0.4	-0.1	-28	0
Cc1cc(C)nc(N/N=C\c2ccc(Oc3nc(Cl)ncc3F)cc2)n1	-2.1	-0.1	18	49
CCOC(=O)CC(=O)CSc1nc2ccsc2c(=O)n1-c1ccc(Br)cc1	0.8	0.2	4	14

Given field by field: part of the list above.
CCCOC(=O)c1cc(C)nc2ccc(Br)cc12
  GPR151 activ = -0.6
  FBW7 act = 0.0
  TEAD-YAP block = 1
  MITF inh = -1
CCC(NC(=O)CCc1nnc(Cc2cc(OC)ccc2OC)o1)c1ccncc1 (configuration not stated)
  GPR151 activ = 3.8
  FBW7 act = -0.1
  TEAD-YAP block = -5
  MITF inh = 5
CSC1=NC(=Nc2cccc(C)c2)C2(CCCC2)N1c1ccccc1
  GPR151 activ = -1.2
  FBW7 act = -0.2
  TEAD-YAP block = 9
  MITF inh = 5

(cont.)
SMILES	GPR151 activ	FBW7 act	TEAD-YAP block	MITF inh
Cc1ccc(NC(=O)CSc2nc(N)cc(=O)[nH]2)cc1F	0.1	0.0	-3	12
OCc1cn(-c2ccccc2)nc1-c1ccc2c(c1)OCCO2	-1.8	0.2	-82	-7
O=C(Cc1cn(-c2ccc(Nc3ccc4ncccc4c3)nn2)c2ccccc12)NCc1ccccc1	0.6	-0.1	4	-3
Cc1ccc(-n2cnc3sc(C)c(C)c3c2=O)cc1	-0.6	0.1	-25	5
Fc1ccc(CNc2ncnc3c2cnn3-c2ccc(Cl)cc2)cc1	0.9	0.0	1	-12
O=S(=O)(NCC1COc2ccccc2O1)c1ccc(F)cc1 (configuration not stated)	-1.1	0.0	6	6
COc1cc(C(CC(=O)O)NC(=O)c2ccccc2)ccc1OCC(N)=O (configuration not stated)	-1.6	0.3	10	-7
CC(C)N(Cc1ccccc1)C(=O)CN1C(=O)c2ccccc2C1=O	-0.5	0.6	14	10
Clc1ccc(C2=CC(c3ccccc3Cl)n3ncnc3N2)cc1 (configuration not stated)	1.0	-0.2	-1	-14
O=S(=O)(/N=C(/Nc1ccc(F)cc1)c1ccccc1)c1ccccc1	-1.5	0.5	-12	10
CCOC(=O)c1ccc(NC(=S)NCc2cccnc2)cc1	-0.7	0.1	-8	-14
CCC(=O)Nc1ccc(NC(=O)c2ccccc2I)cc1	0.2	0.2	-10	-5
Cn1c(/C=C/N2CCOCC2)cc(=O)n(C)c1=O	-0.5	0.0	10	12
Cc1cccc(C)c1N1CCN(S(=O)(=O)N2CCCCC2)CC1	1.0	0.0	3	3
